Screening results: PubChem, Johns Hopkins Ion Channel Center
TRPC4 potent: positive allosteric modulators of TRPC4, primary screen, cell-based, mouse TRPC4beta, HEK293 mu-opioid, Fluo-4 calcium; Short transient receptor potential channel 4 (Mus musculus), Q9QUQ5; DAMGO EC20, Fluo-4 Ca2+ flux; stronger effect = higher value; B-score at 10 µM; 310,000 compounds, 0.42% hits; AID 2227, 2009;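 active means B-score of calcium response area above 5 SD of library B-scores, with initial fluorescence ratio within 5 SD of library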;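 further: B-score of integrated fluorescence ratio over time as area under calcium response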
MrgX1 PAM: positive allosteric modulators of MrgX1, primary screen, HEK293 cells, Fluo-4 calcium flux | FDSS; stronger effect = higher value | B-score at 10 µM | 310,000 compounds, 0.63% hits;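 active means plate-corrected calcium response at least 3 library SD above typical, normal starting fluorescence, not activating the receptor alone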;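 further: compound read alongside a low EC10 to EC30 dose of BAM8-22 agonist; peak minus trough fluorescence over baseline measured at the second addition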
Target sequence (Q96LB2 whole entry, looked up): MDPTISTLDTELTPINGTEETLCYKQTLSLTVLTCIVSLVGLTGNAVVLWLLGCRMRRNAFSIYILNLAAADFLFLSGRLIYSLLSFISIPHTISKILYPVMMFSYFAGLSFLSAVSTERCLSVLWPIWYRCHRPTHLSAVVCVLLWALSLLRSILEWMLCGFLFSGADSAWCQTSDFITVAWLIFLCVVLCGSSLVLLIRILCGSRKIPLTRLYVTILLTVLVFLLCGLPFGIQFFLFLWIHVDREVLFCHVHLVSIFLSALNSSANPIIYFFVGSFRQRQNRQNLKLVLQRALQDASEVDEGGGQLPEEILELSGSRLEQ
TRPC4 block: inhibitors of mouse TRPC4 channel, primary screen, Fluo4 calcium, HEK293 TRPC4beta/mu-opioid cells | Short transient receptor potential channel 4 (Mus musculus), Q9QUQ5 | DAMGO-evoked Fluo4 calcium flux; stronger effect = lower value | B-score at 10 µM | 300,000 compounds, 0.39% hits;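 active means B-score over 3 SD under the library average, no early fluorescence shift, positive overall ratio signal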
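test system = HEK293 cells with stable TRPC4beta plus mu-opioid receptor expression | detection = Fluo4 Ca2+ flux fluorescence | read-out = integrated fluorescence ratio relative to baseline, converted to per-well B score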
TRPC4 agonist: activators of mouse TRPC4 channel, primary screen, Fluo4 calcium, HEK293 TRPC4beta/mu-opioid cells; Fluo4 calcium fluorescence; stronger effect = higher value; B-score at 10 µM; 310,000 compounds, 0.49% hits;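 active means B-score above 5 SD of library B-scores, and initial fluorescence ratio not above library mean plus 5 SD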;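 further: positive B-score marks a calcium rise read as TRPC4 activation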
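Test system: HEK293 cells stably co-expressing mouse TRPC4beta and mu-opioid receptor | Schedule: Fluo4 dye loading 45 min at room temperature, 110 s recording | Measured by: Kinetic Fluo4 calcium fluorescence, 5 s baseline at 1 Hz | Evaluation: B score of integrated ratio | Controls: Buffer (low) and maximal DAMGO (high)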
MrgX1 ag: agonists of human MrgX1 receptor, primary screen, HEK293 cells, Fluo-4 calcium flux. AID 588627, 2011. B-score at 10 µM. Fluo-4 calcium fluorescence, agonist mode; stronger effect = higher value. Mas-related G-protein coupled receptor member X1 (Homo sapiens), Q96LB2. 310,000 compounds, 0.44% hits;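 active means calcium response B-score plate-corrected fluorescence ratio at least 3 library SD, with starting fluorescence B-score inside 5 SD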
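Material: HEK293 cells stably expressing human MrgX1 receptor | Quantity: 15,000 cells per well | Times: Cells plated overnight, dye loaded 0.5 h 37 °C, 0.5 h room temperature | Measured by: Kinetic Fluo-4 NW fluorescence of intracellular calcium | Control set: Positive and negative controls per plate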
MrgX1 antagonist: antagonists of human MrgX1 receptor, primary screen, HEK293 cells, Fluo-4 calcium flux; BAM8-22 antagonism; stronger effect = lower value; B-score at 10 µM; Mas-related G-protein coupled receptor member X1 (Homo sapiens), Q96LB2; 310,000 compounds, 1.3% hits;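 active means calcium-response B-score plate-corrected more than 3 library SD below zero, starting fluorescence within 5 deviations, no agonist response on first addition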;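 further: peak minus trough fluorescence over baseline after final BAM8-22 challenge near maximal dose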
ANO1 activ: TMEM16A chloride channel activators or potentiators, primary screen, cell-based, HTS. 340,000 compounds, 0.3% hits. Anoctamin-1 (Mus musculus), Q8BHY3. B-score at 10 µM. HEK293 TMEM16A/YFP-H148Q/I152L, iodide quench fluorescence; stronger effect = lower value;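 active means fluorescence-ratio B-score plate-corrected deviation score at least 3 library SD below zero, with starting fluorescence score within 5 deviations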;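 further: channel opened by trigger with iodide after compound preincubation; score built on the fluorescence ratio of max minus min over baseline; more negative score means more quench and so TMEM16A activation or potentiation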
TMEM16A inh: TMEM16A chloride channel inhibitors, primary screen, cell-based, HTS. HEK293 TMEM16A/YFP iodide influx fluorescence, ionomycin. 310,000 compounds, 1.2% hits. Anoctamin-1 (Mus musculus), Q8BHY3. normalized B-score (activity score, 25-100; higher = stronger inhibition) at 10 µM. AID 588511, 2011;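 active means ratio plate-corrected score three or more library SD toward inhibition, starting fluorescence score within five deviations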;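 further: score derived from kinetic fluorescence span divided by baseline fluorescence per well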
TRPC6 activator: mouse TRPC6 channel activators, primary screen, cell-based, HEK293, membrane potential dye; Short transient receptor potential channel 6 (Mus musculus), Q61143; HEK293-TRPC6 membrane potential dye fluorescence; stronger effect = higher value; B-score at 10 µM; 310,000 compounds, 0.13% hits; AID 2550, 2010;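 active means B-score of the integrated fluorescence ratio above library mean plus 3 SD, and starting fluorescence ratio within library mean plus 5 SD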;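 further: higher score means more depolarization so channel activation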
RGS4 block: RGS4 inhibitors, primary screen, cell-based, HEK293 M3R inducible RGS4, calcium flux; Regulator of G-protein signaling 4 (Homo sapiens), P49798; 310,000 compounds, 0.45% hits; B-score at 10 µM; Fluo-4 calcium flux; stronger effect = higher value; triggered by carbachol at its EC20;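 active means B-score, a plate-corrected calcium signal, over three deviations above library mean, with baseline fluorescence within five deviations of library mean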;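 further: RGS4 expression induced by doxycycline in cells with stable M3 receptor; B-score is computed from the integrated fluorescence ratio over baseline after carbachol; higher B-score means a larger calcium signal and so more RGS4 inhibition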
Target sequence (P49798 whole entry, looked up): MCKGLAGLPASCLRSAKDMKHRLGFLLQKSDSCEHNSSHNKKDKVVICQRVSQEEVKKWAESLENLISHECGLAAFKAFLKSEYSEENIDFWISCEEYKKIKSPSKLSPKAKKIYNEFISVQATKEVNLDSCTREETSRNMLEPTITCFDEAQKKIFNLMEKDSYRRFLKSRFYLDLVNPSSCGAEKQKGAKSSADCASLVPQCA
TRPC6 inhibitor: mouse TRPC6 channel inhibitors, primary screen, cell-based, HEK293, membrane potential dye; Short transient receptor potential channel 6 (Mus musculus), Q61143; ACh-evoked depolarization; stronger effect = lower value; B-score at 10 µM; 310,000 compounds, 1.1% hits; AID 2553, 2010;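 active means B-score under library mean minus 3 SD, initial fluorescence not abnormally high, positive integrated signal ratio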;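 further: B-score derived from integrated fluorescence ratio over the kinetic read; more negative B-score means stronger inhibition of depolarization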
* hit, by the source's call; i = inactive; / = no result given.

molecule	TRPC4 potent	MrgX1 PAM	TRPC4 block	TRPC4 agonist	MrgX1 ag	MrgX1 antagonist	ANO1 activ	TMEM16A inh	TRPC6 activator	RGS4 block	TRPC6 inhibitor
O=C1NC(=O)N(c2ccc3c(c2)OCO3)C(=O)/C1=C/c1ccc(N2CCCCC2)o1	i	i	i	i	i	i	i	i	i	i	i
O=C(c1cc(-c2ccc(Cl)cc2)n(-c2ccc(Cl)cc2Cl)n1)N1CCOCC1	i	i	i	i	i	i	i	i	i	i	i
Cc1c(CC(=O)N2C[C@H]3C[C@@H](C2)c2cccc(=O)n2C3)c(=O)oc2c(C)c(O)ccc12	i	i	i	i	i	i	i	i	i	i	i
CCOC(=O)c1c(N)n(Cc2ccc(OC)cc2)c2nc3ccccc3nc12	i	/	i	i	/	/	/	/	i	i	i
CC(O)(CS(=O)(=O)c1ccc(F)cc1)C(=O)Nc1ccc(C#N)c(C(F)(F)F)c1 (configuration not stated)	i	i	i	i	i	i	/	i	i	i	i
Cc1cc(C)c(N=Cc2c(O)[nH]c(=O)[nH]c2=O)c(C)c1	i	i	i	i	i	i	i	i	i	i	i
O=[N+]([O-])c1ccc(CNCCc2ccccc2)cc1	i	i	i	i	i	i	i	i	i	i	i
N#CCCn1cc(C=C2C(=O)NC(=O)NC2=O)c(-c2ccccc2)n1	i	i	i	i	i	i	i	i	i	i	i
O=C(CNC1CCCCC1)N1CCC2(CC1)OCCO2	i	i	i	i	i	i	i	i	i	i	i
CN1CCc2nc3sc(C(=O)NC4CC4)c(N)c3cc2C1	i	i	i	i	i	-6.6*	i	i	i	i	i
CCN1CCN(C(=O)Cc2ccccc2OC)CC1	i	i	i	79*	i	i	i	i	i	i	i
Nc1ccccc1C(=O)OCC(=O)N1CCc2ccccc21	i	/	i	i	/	/	i	/	i	i	i
Cc1cc(C(=O)N=Nc2c(O)n(C)c3ccccc23)c(C)o1	i	i	i	i	i	i	i	i	i	i	i
CC1CCN(c2cc(Br)c([N+](=O)[O-])cc2F)CC1	i	i	i	i	i	i	i	i	i	i	i
CCCOC(=O)c1c(N)n(Cc2cccs2)c2nc3ccccc3nc12	i	i	i	i	i	i	i	i	i	i	i
CC(C)(C)C(=O)OC[N+](C)(C)CCOC(=O)C(O)(c1ccccc1)C1CCCC1 (configuration not stated)	i	i	i	i	i	i	i	i	i	i	-5.6*
CC(=O)c1ccc(OC(C)C)c(Cc2c(O)[nH]c(=S)[nH]c2=O)c1	i	i	i	i	i	i	i	i	i	i	i
CCCCn1c(O)c(C(C)=Nc2ccc(C(=O)O)cc2)c(=O)[nH]c1=O	i	i	i	i	i	i	i	i	i	i	i
Cc1ccc2c(c1)C1CN(C)CCC1N2C(=O)c1cccnc1Cl (configuration not stated)	i	i	i	i	i	i	i	i	i	i	i
Cc1ccc(O)c(C(=O)c2cc(C(=O)NCCC(C)C)c(=O)n(CCC(C)C)c2)c1	i	i	i	i	i	i	i	i	i	i	i

Looked up above.
CC(C)(C)C(=O)OC[N+](C)(C)CCOC(=O)C(O)(c1ccccc1)C1CCCC1 (configuration not stated) in TRPC6 inhibitor has -5.6*
CCN1CCN(C(=O)Cc2ccccc2OC)CC1 in TRPC4 agonist has 79*

Carrying on.
molecule	TRPC4 potent	MrgX1 PAM	TRPC4 block	TRPC4 agonist	MrgX1 ag	MrgX1 antagonist	ANO1 activ	TMEM16A inh	TRPC6 activator	RGS4 block	TRPC6 inhibitor
COc1cc(CNCCc2c[nH]c3ccccc23)cc(OC)c1	i	i	i	i	i	i	i	i	i	i	i
O=C(CN1CC=C(c2ccccc2)CC1)Nc1cc(Cl)ccc1Cl	i	i	i	i	i	i	i	i	i	i	i
O=C(Nc1ccc(F)c([N+](=O)[O-])c1)N1C[C@H]2C[C@@H](C1)c1cccc(=O)n1C2	i	i	i	i	i	i	i	i	i	i	i
C[C@]12CCC(=O)C=C1CCC1C2CC[C@@]2(C)C1CC[C@@]2(O)CC#N (some centres not stated)	/	i	/	/	i	i	i	i	/	/	/
C/C(=N\Nc1ccccc1)c1c(O)n(Cc2ccccc2)c(=O)[nH]c1=O	i	i	i	i	i	i	i	i	i	i	i
O=c1[nH]c(=O)n(-c2ccc(F)cc2)c(O)c1C=NCCN1CCCCC1	i	i	i	i	i	i	i	i	i	i	i
Cc1cc(OCC(=O)N[C@H](C(=O)O)c2ccccc2)c2c3c(c(=O)oc2c1)CCC3	i	i	i	i	i	i	-16*	i	i	i	i
O=c1cc(CN2CCNCC2)nc2sccn12	i	i	i	i	i	i	i	i	i	i	i
CCCCc1nc(N2CCNCC2)c(C#N)c2c1CSC(C)(C)C2	i	i	i	i	i	i	i	i	i	i	-7.8*
C[N+]1(CC(COCc2ccccc2)OC(=O)Cc2ccccc2)CCOCC1 (configuration not stated)	i	i	i	i	i	i	i	i	i	i	i
O=P(O)(O)Cc1ccccc1OP(=O)(c1ccccc1)c1ccccc1	i	i	i	i	i	i	i	i	i	i	i
Cc1cc(OC(=O)N(C)C)nc(-c2ccc(C)c(Cl)c2)n1	i	i	i	i	i	i	i	i	i	i	i
CN(CCc1nnc(N)s1)[N+](=O)[O-]	i	i	i	i	i	i	i	i	i	i	i
CCOC(=O)C(O)(c1ccc(NC(=O)NC)cc1)C(F)(F)F (configuration not stated)	i	i	i	i	i	i	i	i	i	i	i
CCOC(=O)C(O)(c1ccc(NC(=O)Oc2ccccc2)cc1)C(F)(F)F (configuration not stated)	i	i	i	i	i	i	i	i	i	i	i
Cc1ccc(N2C(=O)NC(=O)C(CCc3ccccn3)(Cc3cccc(Cl)c3Cl)C2=O)cc1 (configuration not stated)	i	i	i	i	i	i	i	i	i	i	i
COc1ccccc1OCC#CCN1CCCC1	i	i	i	i	i	i	i	i	i	i	i
NC(Cc1nc2ccccc2[nH]1)c1ccc(Cl)cc1 (configuration not stated)	i	i	i	i	i	i	i	i	i	i	i
CNC(=O)O/N=C(\N)Cc1csc2ccccc12	i	i	i	i	i	i	i	i	i	i	i
Cc1ccc2c(c1)CCCN2N=O	i	i	i	i	i	i	i	i	i	i	i

Not a retest: entries from further up.
molecule	TRPC4 potent	MrgX1 PAM	TRPC4 block	TRPC4 agonist	MrgX1 ag	MrgX1 antagonist	ANO1 activ	TMEM16A inh	TRPC6 activator	RGS4 block	TRPC6 inhibitor
COc1ccccc1OCC#CCN1CCCC1	i	i	i	i	i	i	i	i	i	i	i
NC(Cc1nc2ccccc2[nH]1)c1ccc(Cl)cc1 (configuration not stated)	i	i	i	i	i	i	i	i	i	i	i

Continuation:
molecule	TRPC4 potent	MrgX1 PAM	TRPC4 block	TRPC4 agonist	MrgX1 ag	MrgX1 antagonist	ANO1 activ	TMEM16A inh	TRPC6 activator	RGS4 block	TRPC6 inhibitor
Clc1ccc2c(N3CCNCC3)ccnc2c1	i	i	i	i	i	i	i	i	i	i	i
O=c1c2ccccc2nc(/C=C/c2ccccc2O)n1-c1ccccc1O	i	i	i	i	i	i	i	i	i	i	i
CC1(C)CC(=O)c2cc(OCC(=O)N3CCN(Cc4ccccc4)CC3)ccc2O1	i	i	i	i	i	i	i	i	i	i	i
Cc1c(Oc2cc(NN3CCCCC3)c([N+](=O)[O-])cc2[N+](=O)[O-])cccc1[N+](=O)[O-]	i	i	i	i	i	i	i	i	i	i	i
CCC(=NCC1CCCO1)c1c(O)[nH]c(=O)[nH]c1=O (configuration not stated)	i	i	i	i	i	i	i	i	i	i	i
O=C(c1ccccc1F)N1C[C@H]2C[C@@H](C1)c1cccc(=O)n1C2	i	i	i	i	i	i	i	i	i	i	i
Cc1cccc(N2CCN(Cc3ccc4c(c3)OCO4)CC2)c1C	i	i	i	i	i	i	i	i	i	i	i
CCOC(=O)C1=C(C)OC(N)=C(C(=O)OCC)[C@@]12C(=O)N(CC(N)=O)c1ccccc12	i	i	i	i	i	i	i	i	i	i	i
CC1OC(C[N+](C)(C)C)CC1O (configuration not stated)	/	i	/	/	80*	i	i	i	/	/	/
N[C@@H](Cc1c[nH]c2ccccc12)c1nnc(SCc2ccc(Cl)cc2)o1	i	i	i	i	i	i	i	i	i	i	i
CCCCCSc1cc(OC)c(CCNC)cc1OC	i	i	i	i	i	i	i	i	i	i	-6*
O=C1NC(=O)C(Cc2cccs2)C(=O)N1	i	i	i	i	i	i	i	i	i	i	i
Cc1ccc2cccc(OC(=O)N(C)c3ccccc3)c2n1	i	i	i	i	i	i	i	i	i	i	i
COc1cc(O)c(C(=O)O)c(-c2cc(O)c(O)cc2C)c1	i	i	i	i	i	i	i	i	i	i	i
COc1ccc(NC(c2ccccc2F)P(=O)(Oc2ccccc2)Oc2ccccc2)cc1 (configuration not stated)	i	i	i	i	i	i	i	i	i	i	i

Not all compounds are listed. The share of hits here may be higher or lower than overall.
